Screens deposited in PubChem by several laboratories.
EP2 antag – EP2 receptor (human) inhibition | P43116 | C6 glioma cells expressing human EP2, cAMP TR-FRET; cells stimulated with saturating PGE2 | inhibition, % at 25 µM | hit rate 0.52% among 260,000;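 active = percent inhibition above 40 after rounding to a whole number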;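 also: rat C6 glioma host cells with rolipram phosphodiesterase inhibitor present; the protocol text gives 20 µM as final concentration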
Target sequence (P43116 whole entry, looked up): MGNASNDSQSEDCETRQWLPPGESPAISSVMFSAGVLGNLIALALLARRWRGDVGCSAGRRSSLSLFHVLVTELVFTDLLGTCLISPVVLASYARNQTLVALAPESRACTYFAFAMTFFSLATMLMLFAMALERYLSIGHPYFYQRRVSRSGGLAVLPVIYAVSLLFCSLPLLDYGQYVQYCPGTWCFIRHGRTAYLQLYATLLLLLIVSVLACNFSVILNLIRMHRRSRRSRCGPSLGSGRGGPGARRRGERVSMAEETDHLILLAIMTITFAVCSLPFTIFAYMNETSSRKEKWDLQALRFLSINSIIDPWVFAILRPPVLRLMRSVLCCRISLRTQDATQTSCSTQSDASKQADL
14-3-3 Bad inh – disrupts binding of bovine 14-3-3 zeta to phospho-Bad peptide; AID 781; P63103; hit rate 0.71% among 220,000; TR-FRET 14-3-3zeta/Dy647-pBad peptide displacement, 1 h; inhibition, % at 21.7 µM;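 active = inhibition above about 70%, limit read from the data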;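 also: 0% = full 14-3-3 plus peptide FRET controls and 100% = background without 14-3-3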
Target sequence (P63103 whole entry, looked up): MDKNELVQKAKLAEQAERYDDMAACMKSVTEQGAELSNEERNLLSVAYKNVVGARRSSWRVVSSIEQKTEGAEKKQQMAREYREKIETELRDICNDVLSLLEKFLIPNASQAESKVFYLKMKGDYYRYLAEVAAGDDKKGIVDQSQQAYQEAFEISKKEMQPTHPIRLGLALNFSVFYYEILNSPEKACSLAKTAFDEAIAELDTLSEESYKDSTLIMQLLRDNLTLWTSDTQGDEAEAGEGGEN
PPC-1+TRAIL kill – kills PPC-1 cancer cells in the presence of TRAIL. hit rate 0.41% among 220,000. AID 1443. cell killing (% activity), % at 4 µM. PPC-1 cells + TRAIL, ATPLite viability luminescence;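 active = cell killing above 50% in the first pass at 4 µM, then a duplicate retest at 5 µM averaging 50% or more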;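 also: plate controls were cells with TRAIL plus DMSO for no effect and medium-only wells lacking cells for full effect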
EP2 mod – EP2 receptor (human) modulation; induction, % at 25 µM; hit rate 0.83% among 260,000; EP2-expressing cells, cAMP HTRF FRET, PGE2 co-stimulation;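 active = compounds whose cAMP rise, as percent of the full-agonist control response, exceeds 60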;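 also: rat C6 glioma line stably carrying human EP2 under a CMV promoter; the protocol text gives 20 µM as final concentration; 100% = response of wells given 1 µM PGE2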
NPY Y1 blocker – antagonists of human neuropeptide Y receptor Y1 | AID 1040 | inhibition, % at 3.6 µM | hit rate 1% among 200,000 | P25929 | HEK293-CNG Y1 cells, membrane potential fluorescence; NPY at EC95, then isoproterenol;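 active = inhibition above the campaign mean inhibition of all tested compounds plus 3 SD, cut at about 20% in these data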;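 also: 0% = DMSO wells given NPY plus isoproterenol and 100% = isoproterenol alone without NPY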
Target sequence (P25929 whole entry, looked up): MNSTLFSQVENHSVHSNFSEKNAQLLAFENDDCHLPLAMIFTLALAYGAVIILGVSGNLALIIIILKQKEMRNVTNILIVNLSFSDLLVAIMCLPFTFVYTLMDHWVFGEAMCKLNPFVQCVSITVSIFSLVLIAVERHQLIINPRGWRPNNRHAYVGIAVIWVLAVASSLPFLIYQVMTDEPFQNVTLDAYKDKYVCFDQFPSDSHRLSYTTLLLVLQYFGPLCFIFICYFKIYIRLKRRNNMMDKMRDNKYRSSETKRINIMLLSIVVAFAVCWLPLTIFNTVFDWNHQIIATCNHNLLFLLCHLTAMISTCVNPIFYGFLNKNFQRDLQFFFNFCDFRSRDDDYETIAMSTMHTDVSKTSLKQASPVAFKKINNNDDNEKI
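Assay system: HEK293 Y1/CNG channel cell line; Doses: single compound dose of 3.6 µM, 0.4% DMSO; Timing: dye 3 h, compound 60 min room temperature, stimulation 45 min; Technique: Membrane-potential fluorescent dye readout; Measure: % inhibition of NPY effect.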
CHOP inh – blocks CHOP induction under ER stress. CHO-K1 CHOP-promoter luciferase, tunicamycin-induced, 15-18 h. inhibition, % at 10 µM. hit rate 3.8% among 220,000;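 active = compounds that reduced the stress-induced luciferase reporter signal by more than about 70% of percent inhibition, limit read from the data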;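 also: 0% = tunicamycin plus vehicle and 100% = wells without tunicamycin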
zfTRPN1 agonist – agonists of zebrafish TRPN1 channel | HEK293 zebrafish TRPN1-YFP, Fluo-8 calcium fluorescence; 100% = response to 87 µM carbachol | activation, % at 3 µM | hit rate 0.18% among 220,000;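 active = activation above its plate's cutoff, the mean activation of test wells on that plate plus 3 SD, cut at about 19% in these data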;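 also: 0% = DMSO alone and 100% = 87 µM carbachol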
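System: zebrafish TRPN1-YFP in HEK293 cells / Dosing: 3 µM single point / Timing: dye loading 1 h at 37 °C, then 30 min room temperature / Signal: Fluo-8 calcium fluorescence, excitation 470-495 nm, emission 515-575 nm / Read-out basis: percent activation from peak over basal fluorescence ratio, control-normalized / Control set: high carbachol 87 µM, low DMSO alone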
TRPML3 ag – human mucolipin-3 channel agonism. HEK293 TRPML3-YFP, Fluo-8 calcium fluorescence; 100% = the carbachol control signal. AID 1448. Q8TDD5. hit rate 0.29% among 220,000. activation, % at 3 µM;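 active = activation above its plate's cutoff, the mean activation of the plate's test wells plus 3 SD, cut at about 12% in these data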;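 also: 0% = DMSO only wells and 100% = carbachol wells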
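Test system: TRPML3-YFP stable HEK293 cells. Doses: single point at 3 µM. Incubation: dye loading 1 h 37 °C then 30 min ambient, 125 s read. Signal: Fluo-8 calcium dye fluorescence, ex 470-495, em 515-575 nm. Measure: percent activation from peak-to-basal fluorescence ratio, scaled between DMSO and carbachol.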
NPY1 pot ag – human NPY-Y1 potentiation or agonism, primary screen. activation, % at 3.6 µM. P25929. NPY-Y1 expressing cells, potentiator/agonist activation. AID 1304. hit rate 0.37% among 220,000; in the data active = activation above about 33%, passing the limit was not always enough;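 also: cells stimulated with NPY at EC10 then isoproterenol at EC100; 0% = low agonist plus stimulus and 100% = saturating agonist plus stimulus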
Starred values were filed as active, the others as inactive; nt = no result given; & = joins results of further samples; [ ] = dose if it differs, or a comment. Some of the compounds tested; the hit share may differ from the screen's.

nr	SMILES	EP2 antag	14-3-3 Bad inh	PPC-1+TRAIL kill	EP2 mod	NPY Y1 blocker
1	O=S(=O)(Nc1ccc(N2CCCCC2)cc1)c1ccc(F)cc1F	14	-25	-11	-11	nt
2	COc1ccc(C(=O)Nc2cc([N+](=O)[O-])ccc2N2CCN(C)CC2)cc1	7	11	-1	-14	-1
3	O=C(NCCCN1CCCC1)c1ccc(CSCc2cccc(Cl)c2)o1	8	6	7	0	7
4	O=C(NNC(=O)c1ccc(NC(=O)c2ccccc2)cc1)c1ccccc1	4	2	15	-4	-6
5	O=S(=O)(Nc1nccs1)c1cnc(Cl)c(Br)c1	6	-13	16	21	10
6	COc1cc(/C=N/NC(=O)C23CC4CC(CC(C4)C2)C3)cc(Br)c1O	18	0	-2	-57	-5
7	CC(C)(C)C(=O)NNC(=O)c1cc2sccc2s1	10	-5	20	2	nt
8	CCCCCCc1ccc(OCC(=O)O)cc1OCC(=O)O	9	-2[fluorescence artefact?]	1	17	-1
9	COc1ccc(S(=O)(=O)N(C)CC(=O)Nc2ccc3c(c2)OCO3)cc1OC	3	-1	3	-9	5
10	O=[N+]([O-])c1cn(Cc2ccc(Cl)cc2)cn1	12	16[fluorescence artefact?]	-6	18	-1
11	O=C(NCCN1CCCCC1)/C(=N\O)c1ccccc1	16	2	12	0	4
12	Cc1ccc(S(=O)(=O)N/N=C/c2cnn(C)c2C)cc1	nt	-11	-22	-12	1

nr	CHOP inh	zfTRPN1 agonist	TRPML3 ag	NPY1 pot ag
1	1	1.1	0.0	8
2	10	0.3	1.2	3
3	42	-0.8	0.3	0
4	-3	1.0	0.9	4
5	-26	0.9	0.9	-20
6	-10	-0.2	-0.9	-9
7	5	0.4	0.6	1
8	12	-0.3	0.9	-2
9	31	0.0	-0.1	-18
10	-22	-1.0	0.0	18
11	-22	1.0	0.9	0
12	27	0.6	0.7	-14

Later entries:
nr	SMILES	EP2 antag	14-3-3 Bad inh	PPC-1+TRAIL kill	EP2 mod	NPY Y1 blocker
13	COc1ccc(CCNC(=O)c2nn(C)cc2Cl)cc1	16	6	29	9	-1
14	O=C(CSc1nnc(-c2cccnc2)n1Cc1ccco1)c1ccc(Cl)cc1	2	4[fluorescence artefact?]	3	10	2
15	CCOC(=O)NC(=O)/C(C#N)=N/Nc1c(F)cccc1F	11	40	16	8	5
16	Cc1cccc(C)c1NC(=O)CCCSc1nnc(-c2ccc(Cl)cc2)n1-c1ccccc1	5	9	-5	10	2
17	CCCCCOc1ccc(N2C(=O)C3C4C=CC(C3C2=O)N(C)C4=O)cc1 (configuration not stated)	9	4[fluorescence artefact?]	20	-5	-5
18	CCOC(=O)c1c(-c2ccccc2)oc2ccc(OC)cc12	21	19[fluorescence artefact?]	6	69*	10
19	Cc1c(CCC(=O)O)c(=O)n2c([nH]c3ccccc32)c1C#N	10	12	-14	16	1
20	COc1cc(NS(=O)(=O)c2ccc(F)cc2)c(C(=O)O)cc1OC	11	6	-2	16	2
21	CC(=O)Nc1ccc(NC(=O)CN(c2ccc([N+](=O)[O-])cc2)S(=O)(=O)c2ccccc2)cc1	7	-7	10	-15	-7
22	CCC(NS(=O)(=O)c1cn(C)nc1C)c1ccccc1 (configuration not stated)	2	-10	9	-27	2
23	O=C(CSc1nc2ccccc2o1)N1c2ccccc2Sc2ccccc21	14	-16	28	51	3
24	O=C1N=C(N2CCCCC2)SC1=C1CCCC1	5	-7	19	23	1

nr	CHOP inh	zfTRPN1 agonist	TRPML3 ag	NPY1 pot ag
13	56	2.4	0.2	-25
14	0	0.1	0.4	-6
15	0	0.5	0.9	8
16	16	-1.9	0.0	-9
17	16	-0.8	-0.2	5
18	21	0.0	-0.3	-27
19	20	0.5	1.1	8
20	13	0.3	1.0	-3
21	2	0.0	-0.1	10
22	13	-0.7	0.1	8
23	36	-1.1	0.5	-6
24	8	0.6	-1.3	14

The last two records of the part above come first, to join the parts.
nr	SMILES	EP2 antag	14-3-3 Bad inh	PPC-1+TRAIL kill	EP2 mod	NPY Y1 blocker
23	O=C(CSc1nc2ccccc2o1)N1c2ccccc2Sc2ccccc21	14	-16	28	51	3
24	O=C1N=C(N2CCCCC2)SC1=C1CCCC1	5	-7	19	23	1
25	Cc1cc(NS(=O)(=O)c2ccc(CC(C)C)cc2)no1	5	-5	-13	33	14
26	FC(F)(F)c1cccc(N2CCN(C(=S)NC3CCCCC3)CC2)c1	7	-11[fluorescence artefact?]	10	-93	2
27	COc1cccc(-c2c[nH]c(=O)[nH]c2=O)c1	5	-2	5	2	0
28	Cc1cccc(-c2cc3nc(-c4ccccc4)cc(N4CCC5(CC4)OCCO5)n3n2)c1	12	31[fluorescence artefact?]	19	6	6
29	Cc1ccc(S(=O)(=O)N2CCOCC2)cc1NC(=O)CSc1nccn1C	11	-2[fluorescence artefact?]	24	7	4
30	O=C(OCC(=O)N1CCN(C(=O)c2ccco2)CC1)c1sc2cc(F)ccc2c1Cl	7	2	20	8	0
31	Cc1ccc(S(=O)(=O)Cc2c(C)noc2C)cc1	8	-6	20	29	1
32	CN1N=C(C(=O)N2CCN(c3ccc([N+](=O)[O-])cc3)CC2)CCC1=O	5	-1	19	-9	1
33	Cc1cc(OCC(=O)Nc2nnc(C3CC3)s2)ccc1[N+](=O)[O-]	8	-13	-2	-30	-4
34	Cc1cc(Br)cc(C)c1NC(=O)c1ccc(C#N)cc1F	11	-1	28	-21	-3
35	NC(=O)c1ccsc1NC(=O)c1ccc(S(=O)(=O)N2CCCC2)cc1	8	-12	-34	-57	0
36	COc1cccc(Nc2nnc(SCC(=O)Nc3sccc3C(N)=O)s2)c1	25	60	26	-86	-2

nr	CHOP inh	zfTRPN1 agonist	TRPML3 ag	NPY1 pot ag
23	36	-1.1	0.5	-6
24	8	0.6	-1.3	14
25	0	0.2	0.6	-19
26	61	1.5	1.4	-18
27	-11	2.2	-0.4	-22
28	7	0.4	1.6	-38
29	-6	-0.1	0.2	-23
30	36	0.8	1.0	2
31	10	0.9	0.6	-3
32	-6	0.1	0.6	-5
33	-12	1.0	0.8	9
34	8	0.9	1.0	1
35	35	4.5	0.8	12
36	12	3.6	2.6	-13

Next entries follow.
nr	SMILES	EP2 antag	14-3-3 Bad inh	PPC-1+TRAIL kill	EP2 mod	NPY Y1 blocker
37	CCc1nc2ccccc2n1Cc1ccccc1F	4	-9	6	48	1
38	COc1ccc(CCNC(=O)c2sc3ccccc3c2Cl)cc1OC	9	2	6	7	11
39	CC(C)c1ccc(S(=O)(=O)c2n[nH]n3c2nc(=O)c2ccccc23)cc1	16	17	24	-8	4
40	CCOC(=O)c1cc2c(=O)n3cccc(C)c3nc2n(CCCOC)c1=NC(=O)c1cccnc1	0	-5	7	5	0
41	CCCOC(=O)c1ccc(OCC(O)CN2CCN(C(=O)c3ccccc3)CC2)cc1 (configuration not stated)	10	60[fluorescence artefact?]	12	-2	-1
42	CCN(Cc1ccncc1)Cc1cn[nH]c1-c1ccc(OC)cc1F	7	3	20	-1	1
43	O=C(CNC(=O)C1COc2ccccc2O1)N/N=C/c1ccc(O)cc1O (configuration not stated)	7	7[fluorescence artefact?]	24	-17	10
44	O=c1c2ccccc2sn1-c1ccc(S(=O)(=O)N2CCCCC2)cc1	13	nt	nt	nt	-5
45	O=C(NC1CCCc2ccccc21)C1CCC(CNc2c(N3CCOCC3)c(=O)c2=O)CC1 (configuration not stated)	12	6	7	15	3
46	CCOc1ccc(CNc2ncnc(N)n2)cc1	-8	-12[fluorescence artefact?]	5	15	-3
47	O=C(O)CSCc1nc2ccccc2s1	12	4[fluorescence artefact?]	11	19	2
48	Cc1nnc(Sc2c(N)n(C)c(=O)n(C)c2=O)s1	10	-6[fluorescence artefact?]	15	4	-1

nr	CHOP inh	zfTRPN1 agonist	TRPML3 ag	NPY1 pot ag
37	1	-1.1	0.2	-22
38	6	-1.8	-0.4	-10
39	-9	0.9	1.2	-11
40	-1	1.8	-0.1	-4
41	18	2.0	0.9	-9
42	-2	0.8	0.5	-9
43	48	0.4	0.1	-11
44	nt	-0.1	0.4	-13
45	-15	1.0	-0.2	-3
46	20	-0.6	0.6	12
47	1	1.1	0.8	-9
48	32	-0.8	1.3	7

The results go on.
nr	SMILES	EP2 antag	14-3-3 Bad inh	PPC-1+TRAIL kill	EP2 mod	NPY Y1 blocker
49	CC(C)(C)c1ccc(C(=O)NCC(=O)OCC(=O)c2ccc3c(c2)-c2ccccc2C3)cc1	5	-10	11	-15	-3
50	Cc1ccccc1CNC(=O)c1ccccc1C	12	-4	-10	14	4
51	CCOc1ccc(C(=O)NN2C(=S)NC(C)(C)C=C2C)cc1	5	6	10	8	nt
52	Cn1c(Cn2cnc3ccccc32)nnc1SCc1ccccc1	8	-10	14	5	1
53	CC(C)CC(=O)Nc1cccc2c1C(=O)N(c1ccccc1)C2=O	14	-1	-4	22	2
54	O=C(c1cc2ccccc2oc1=O)N1CCN(c2ccc(N3CCOCC3)nn2)CC1	8	-3	11	-1	-1
55	Cc1csc(NC(=O)CSc2nnc(Cc3cccn3C)n2CCc2ccccc2)n1	5	7[fluorescence artefact?]	19	16	5
56	COc1ccc(C)cc1S(=O)(=O)N(C)CC(=O)Nc1ccccc1	13	-7	9	8	2
57	CC(=O)CC(C)(C)Nc1nc2cc([N+](=O)[O-])ccc2o1	4	5	5	-12	nt
58	COc1ccc([C@@H]2[C@H]3CN(C(C)=O)CC=C3C(C#N)=C(N)C2(C#N)C#N)c2ccccc12	16	9	33	1	-4
59	CCN(CC(=O)Nc1cccc(C(C)=O)c1)S(=O)(=O)c1ccc(OC)cc1	10	-1	-1	-23	-1
60	Cc1ccc(NC(=O)C2CCCN(c3ncccn3)C2)cc1F (configuration not stated)	7&24	-1	19	-23&-54	8

nr	CHOP inh	zfTRPN1 agonist	TRPML3 ag	NPY1 pot ag
49	-23	-1.8	0.3	7
50	8	-1.4	-0.4	-3
51	5	0.2	0.1	8
52	6	1.3	1.1	0
53	19	-1.9	-0.1	-11
54	-10	0.6	1.3	5
55	21	-0.9	-0.1	-5
56	12	-0.1	-0.6	-1
57	-13	3.7	-0.5	-1
58	-17	-1.1	0.5	5
59	24	2.7	0.5	-22
60	17	0.1	-1.5	-16
